From PubChem BioAssay
Yeast lifespan up: yeast lifespan extension; S. cerevisiae growth with nicotinamide, OD615; deaD strain in restrictive glucose medium; inhibition of the nicotinamide effect, % at 10 µM; 130,000 compounds, 0.68% hits; AID 775;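 active = inhibition above a set limit, placed 3 SD over the median of all compounds, cut at about 26% in these data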;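 also: 0% = nicotinamide-treated wells and 100% = cells grown without nicotinamide; some compounds called inactive have numbers as strong as hits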
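Assay system: engineered S. cerevisiae DeaD replicative-lifespan strain, galactose-grown log-phase cells; medium: restrictive CSMM-D dextrose medium; also added: nicotinamide, 1.5 mM, co-present with compound; schedule: 48 h compound exposure at 30 °C, humidified; detection: absorbance at 615 nm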
Phagocyt inh: macrophage phagocytosis inhibition; J774A.1 macrophage IgG-bead phagocytosis, imaging; inhibition, % at 5 µM; 110,000 compounds, 0.07% hits;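 active = inhibition above the mean of the plate negative controls plus 5 SD, cut at about 13% in these data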;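 also: phagocytic index as fraction of beads internalized from green versus red external bead signal; plate controls were DMSO negative control for no effect and cytochalasin-D positive control for full effect; some results beyond the cut were filed as inactive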
Measles CPE: protection of cells from measles virus | Measles virus-infected cells, CPE protection, absorbance | protection (pct of control), % at 4 µM | 140,000 compounds, 1.5% hits; in the data active = protection mostly above about 24%, no sharp cut-off; inactive = mostly below about 26%; also: some compounds called inactive have numbers as strong as hits
HCT116 PTEN-null: growth suppressors of cells with PTEN tumor suppressor deletion; HCT116 PTEN-null viability, CellTiter-Glo, 60 h; active compounds read low; viability, % at 10 µM; 140,000 compounds, 1.2% hits; AID 827;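 active = viability at or below a set limit, 4 SD under the median of all tested compounds, cut at about 3.7% in these data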;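 also: PTEN knockout HCT116 line with beta catenin targeted HCT116 as companion control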
E-sel TNF inh: TNF alpha driven E-selectin expression inhibition | HUVEC TNFa-induced E-selectin immunofluorescence, high content | inhibition, % at 2 µM | 120,000 compounds, 0.71% hits;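 active = inhibition above the batch mean plus 3 SD, and confirmed as a hit on visual image review, cut at about 43% in these data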;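 also: 0% = TNF-stimulated DMSO wells and 100% = unstimulated control wells; not every result past the cut was called active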
MRP1 act: activates MRP-1 | H69AR cells + doxorubicin, viability rescue, CellTiter-Glo | viability increase, % at 10 µM | 140,000 compounds, 0.61% hits | AID 799;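 active = viability gain under doxorubicin at or above a set limit, the compound median plus 3 SD, cut at about 4.7% in these data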;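 also: MRP-1 overexpressing cells given doxorubicin 25 µM after compound pretreatment; 18-22 h compound pretreatment then 72 h with doxorubicin before readout; 0% = doxorubicin-only wells and 100% = vehicle-treated cells without doxorubicin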
bCat KO growth: beta-catenin-lacking colon tumor cell growth suppression | 140,000 compounds, 1.5% hits | HCT116 beta-catenin knockout viability, CellTiter-Glo, 60 h; active compounds read low | viability, % at 10 µM;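 active = viability at or under a set limit, the compound median less 4 SD, cut at about 6% in these data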;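 also: 0% = Hyamine 1622 control at 20 µM and 100% = untreated cell control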
GALR2 antag: GALR2 (human) receptor antagonism. O43603. GALR2-expressing cells, antagonist mode. inhibition, % at 4 µM. 140,000 compounds, 0.39% hits; in the data active = inhibition above about 27%;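 also: cells stimulated with galanin 1-16 at roughly its EC80; 0% = agonist challenge control and 100% = basal control without agonist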
Target sequence (O43603 whole entry, looked up): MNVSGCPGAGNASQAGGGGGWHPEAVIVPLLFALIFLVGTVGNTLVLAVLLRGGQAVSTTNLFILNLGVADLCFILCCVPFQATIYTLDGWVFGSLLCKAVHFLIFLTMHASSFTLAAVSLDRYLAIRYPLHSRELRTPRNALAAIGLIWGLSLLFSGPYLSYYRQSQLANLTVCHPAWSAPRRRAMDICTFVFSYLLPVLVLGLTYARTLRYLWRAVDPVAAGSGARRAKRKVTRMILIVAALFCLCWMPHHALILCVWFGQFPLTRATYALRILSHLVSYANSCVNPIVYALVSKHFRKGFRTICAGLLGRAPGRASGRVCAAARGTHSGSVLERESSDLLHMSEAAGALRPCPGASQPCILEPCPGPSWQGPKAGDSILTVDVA
NPY Y2 blocker: blocks the human neuropeptide Y Y2 receptor; NPY-Y2 expressing cells, antagonist mode; P49146; AID 793; inhibition, % at 2.7 µM; 140,000 compounds, 0.99% hits; in the data active = inhibition above about 17%;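 also: 0% = vehicle with agonist challenge and 100% = reference antagonist with challenge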
Target sequence (P49146 whole entry, looked up): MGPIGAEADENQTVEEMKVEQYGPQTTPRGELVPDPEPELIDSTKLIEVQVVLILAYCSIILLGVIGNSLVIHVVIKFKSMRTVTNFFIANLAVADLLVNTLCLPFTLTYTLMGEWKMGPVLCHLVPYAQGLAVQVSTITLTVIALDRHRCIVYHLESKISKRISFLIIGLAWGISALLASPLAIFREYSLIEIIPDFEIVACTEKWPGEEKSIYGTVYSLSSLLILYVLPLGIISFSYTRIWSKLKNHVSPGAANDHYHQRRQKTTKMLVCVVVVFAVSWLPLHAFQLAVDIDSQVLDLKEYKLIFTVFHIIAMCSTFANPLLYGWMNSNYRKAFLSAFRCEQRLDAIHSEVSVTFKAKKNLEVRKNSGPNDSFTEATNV
BB579 growth dn: yeast BB579 growth reduction in restrictive medium; inhibition, % at 10 µM; 140,000 compounds, 0.51% hits; S. cerevisiae BB579 growth, OD615, 48 h;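 active = inhibition above a set limit, 3 SD over the mean compound inhibition, cut at about 44% in these data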; also: inactives centre near -24
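Material: Saccharomyces cerevisiae DeaD strain BB579, replicative lifespan model yeast; buffer or medium: CSMM-D restrictive synthetic medium containing dextrose (glucose); compound: 10 µM single dose, DMSO 0.25%; timing: 48 h compound exposure at 30 °C after 4 h preincubation; signal: turbidity as optical density at 615 nm; benchmarks: positive control amphotericin B 10 µg/mL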
Numbers without * were called inactive; nt = no result given; & = joins results of further samples. Some of the compounds tested. The share of hits here may be higher or lower than overall.

#	structure	Yeast lifespan up	Phagocyt inh	Measles CPE	HCT116 PTEN-null	E-sel TNF inh	MRP1 act	bCat KO growth	GALR2 antag	NPY Y2 blocker	BB579 growth dn
1	CN1/C(=C\C=Nc2ccccc2)C(C)(C)c2ccccc21	1	-2	9	56	-20	-4.8	69	1	4	-18
2	O=C(CN1CC=C(c2ccccc2)CC1)NC(=O)NCc1ccco1	-3	0	12	106	-23	-0.2	89	-9	5	-46
3	Cc1ccc(C2(O)CC(C)N(C)CC2C)cc1 (stereo unspecified)	-6	0	4	104&90	-11	0.9	97	15	1	-9
4	CC(Cc1ccccc1)NC(=O)Cc1ccc(N(C)C)cc1 (stereo unspecified)	2	-8	10	91	nt	-0.4	93	-7	2	-34
5	CC1(C)CN=C(Nc2nc3ccccc3s2)S1	-7	-1	13	87	28	-1.9	81	-21	4	-14
6	Cc1cccc(C)c1OP(N)(=O)OCC(F)(F)F (stereo unspecified)	0	0	30	95	-9	-2.7	95	3	2	-21
7	COc1cc(-n2c(=S)[nH]c3ccccc3c2=O)c(Cl)cc1Cl	-13	nt	6	69	26	-5.2	83	4	7	-26
8	Cc1ccc(-c2nc3ccc(Cl)cc3n2OC(=O)N(C)C)cc1	92*	-1	21	83	-15	-1.8	83	9	8	-44
9	CC1=NOC2(C)Nc3ncnn3C(c3ccccc3)C12 (stereo unspecified)	-16	0	11	96	-16	-2.0	99	-22	2	-35
10	Fc1ccc(C2NCCc3[nH]cnc32)cc1 (stereo unspecified)	4	-3	25	94	6	-2.2	90	6	4	-7
11	COc1cc(C2NCc3ccccc3-n3cccc32)ccc1O (stereo unspecified)	-13	nt	10	76	0	-1.6	77	12	5	-32
12	Cc1nc2cc(C(F)(F)F)ccc2n1C1CCN(Cc2nnnn2Cc2ccc3c(c2)OCO3)CC1	-3	1	11	10	21	-2.8	19	-3	-2	-45
13	CC1=NN(c2ccccc2)C(=O)C1/C=C1/C(=O)NC(=O)N(c2cccc(C)c2)C1=O (stereo unspecified)	-23	-1	15	85	23	-1.6	80	-13	-1	11
14	CCOc1ccc(C2SCC(=O)Nc3c2c(C)nn3C2CCOC(C)(C)C2)cc1 (stereo unspecified)	-8	0	0	108	13	-0.7	104	-17	-2	11
15	CC(=NCc1cccnc1)c1c(O)n(-c2ccccc2C)c(=O)[nH]c1=O	-2	-1	8	86	9	-3.5	93	-21	-1	-4
16	Cc1ccc(C(C)C)c(OCC(=O)N2CCN(Cc3nc4cc([N+](=O)[O-])ccc4n3C)CC2)c1	-5	-8	30	33	17	-3.7	53	-2	-3	-15
17	Cn1c(O)c(C=NCCCNC2CCCCC2)c(=O)n(C)c1=O	-2	nt	17	96	-20	-2.2	99	17	5	-17
18	CCc1ccc(N2C(=O)NC(=O)/C(=C\c3cccn3CCOc3ccc(C(C)C)cc3)C2=O)cc1	-1	-3	8	88	nt	-0.5	86	13	3	-67
19	Cc1ccc(-n2c(/C=C/c3ccc4c(c3)OCO4)nc3ccccc3c2=O)cc1	14	-3	26*	72	nt	-3.0	82	-4	8	-30
20	O=c1[nH]c(=S)n(C2CC2)c(O)c1C=Nc1cccc(C(F)(F)F)c1	3	2	1	86	-2	2.5	81	8	6	-30
21	CC12CN3CC(C)(CN(C1)C3c1ccco1)C2=O (stereo unspecified)	-14	-1	5	88	nt	-1.7	95	5	0	-25
22	C(=NC12CN3CN(CN(C3)C1)C2)c1cccs1	-18	nt	55*	88	4	-1.8	100	-1	2	-25
23	CC1CCC[C@H](O)CCCCCc2cc(O)cc(O)c2C(=O)O1 (stereo partly specified)	6	nt	17	93	nt	-1.6	105	8	2	-32
24	Cc1oc(-c2ccc(Cl)cc2)nc1CS(=O)CC(=O)N1CCC2(CC1)OCCO2 (stereo unspecified)	2	nt	11	88	nt	-2.5	86	12	4	-56
25	CCCCn1c(=O)c(C=Nc2cccnc2Cl)c(O)n(CCCCl)c1=O	13	4	18	89	-20	-3.3	86	-8	3	-29

The list goes on:
#	structure	Yeast lifespan up	Phagocyt inh	Measles CPE	HCT116 PTEN-null	E-sel TNF inh	MRP1 act	bCat KO growth	GALR2 antag	NPY Y2 blocker	BB579 growth dn
26	COc1ccc(OC)c(N2C(=O)NC(=O)C3(Cc4cc(C)ccc4N(C)C3)C2=O)c1 (stereo unspecified)	-2	-1	4	103	9	-1.0	103	-4	3	-20
27	CCc1ccc(N2C(=O)NC(=O)/C(=C/c3cccn3CCOc3ccc(C)cc3)C2=O)cc1	9	nt	5	77	35	-1.9	79	-2	3	-45
28	CC(Cc1ccccc1Sc1ccc(O)cc1)N(C)C (stereo unspecified)	-6	3	13	74	-2	-1.7	79	2	8	-54
29	CCN(CC)CCCN=C(C)c1c(O)n(-c2ccc(C)cc2)c(=O)[nH]c1=O	-3	0	6	94	3	-2.9	96	-1	0	-3
30	CCN1CCN(C(=O)Cc2coc3ccc4ccccc4c23)CC1	-5	0	22	108	8	-2.4	98	1	2	-30
31	O=C(c1cc(C(=O)NCc2ccc(Cl)cc2)c(=O)n(Cc2ccc(Cl)cc2)c1)c1cc(F)ccc1O	1	-2	27	35	nt	-2.4	50	4	0	-57
32	C=CCn1c(O)c(C(CC)=NCCC2=CCCCC2)c(=O)[nH]c1=O	-23	-2	2	55	13	-5.2	64	-5	10	-3
33	CCN(CC)c1ccc(N=Cc2c(O)n(CCc3ccc(OC)c(OC)c3)c(=O)[nH]c2=O)cc1	0	5	8	15	9	-6.6	2.7*	-9	1	-20
34	Cc1ccc2c(c1)C1CN(C)CCC1N2C(=O)COc1ccc(S(=O)(=O)N2CCOCC2)cc1 (stereo unspecified)	-2	-1	13	94	-17	-0.6	100	-10	-1	15
35	CCOc1ccc(/C=C2/C(=O)NC(=O)N(CCc3ccc(F)cc3)C2=O)cc1	49*	-9	4	99	nt	0.5	93	2	0	-13
36	Cc1ccc(S(=O)(=O)NP(=O)(Oc2ccccc2)Oc2ccccc2)cc1	-9	2	5	99	4	1.6	97	-2	6	-5
37	CCN(CC)c1ccc(C=C2C(=O)N(C)C(=S)N(C)C2=O)o1	1	-4	2	88	1	-0.5	92	8	3	-26
38	CN1C(=O)C(Cc2nc3ccccc3c(=O)n2-c2ccccc2)c2ccccc21 (stereo unspecified)	18	nt	7	91	nt	-1.9	91	4	1	-16
39	O=C(Nc1ccccc1)NC1CC2CCC(C1)N2 (stereo unspecified)	-5	-1	2	104	-5	-0.9	104	-1	3	7
40	O=C1NC(=O)N(c2ccccc2)C(=O)/C1=C/c1ccc(Sc2ccccc2)o1	32*	nt	6	96	-19	-1.8	94	-6	2	12
41	CCOC(=O)C(C)(CC)NC(=O)CSP(=S)(OCC)OCC (stereo unspecified)	-6	0	4	93	2	-1.7	97	-2	1	-32
42	CCCCCCCC(=O)NC(Oc1ccccc1[N+](=O)[O-])C(Cl)(Cl)Cl (stereo unspecified)	-11	0	7	100	37	2.2	99	1	4	-36
43	CN(C(=O)c1ccco1)C1(c2ccccc2Cl)CCCCC1=O (stereo unspecified)	-5	0	5	97	-2	0.1	98	-8	6	-58
44	O=c1c2ccccc2nc(-c2cccs2)n1-c1ccccc1	-6	nt	10	87	17	-2.9	89	-5	3	-30
45	COC(=O)N(C)c1ccc(C(O)(C(=O)OC)C(F)(F)F)cc1 (stereo unspecified)	11	-2	14	100	nt	-1.2	91	-3	1	-37
46	CCCCCSc1cc(OC)c(CCN(C)C)cc1OC	-7	7	2	62	-1	-5.2	63	12	11	9
47	N#CCC(=O)NN1Cc2ccccc2C1=N	-3	-11	24	100	nt	-2.6	88	-3	-2	3
48	CCC(C)N=Cc1c(O)n(-c2ccccc2)c(=O)[nH]c1=O (stereo unspecified)	1	-1	5	nt	-7	1.0	107	-5	2	-38
49	CC(O)(CS(=O)(=O)c1ccccc1)C(=O)Nc1cccc(C(F)(F)F)c1 (stereo unspecified)	-7	nt	15	93	-2	0.0	103	-4	0	-69
50	CSc1ccc(CNC2CN3CCC2CC3)cc1 (stereo unspecified)	-12	-2	7	89	-3	-0.9	84	9	-1	-18

Next structures.
#	structure	Yeast lifespan up	Phagocyt inh	Measles CPE	HCT116 PTEN-null	E-sel TNF inh	MRP1 act	bCat KO growth	GALR2 antag	NPY Y2 blocker	BB579 growth dn
51	Cc1cccc(N2C(=O)CC(=O)NC2=O)c1	-8	-2	8	99	-5	-1.4	96	-1	-1	-8
52	COc1cc2c(C(=O)N3CCN(C)CC3)c(C)n(C)c2cc1Br	-5	0	8	104	nt	-1.9	91	-3	2	-28
53	O=c1[nH]c(=O)n(Cc2ccco2)c(O)c1C=NCCCn1ccnc1	-15	-1	5	87	22	-0.9	94	-21	1	-5
54	CCC(=O)c1cn(Cc2ccc(C#N)cc2)c2ccccc12	-13	-1	19	82	6	-1.8	88	-14	2	-38
55	CCOc1cccc(CNC2CN3CCC2CC3)c1 (stereo unspecified)	1	0	11	101	0	0.0	103	0	4	-26
56	O=c1[nH]c(=O)n(C2CCCCC2)c(O)c1C=NCCCn1ccnc1	-3	4	5	79	-66	-0.7	81	6	-1	-11
57	CCOC(=O)c1cccc([P+](=O)O)c1	-2	nt	8	99	8	-2.2	93	-12	8	-16
58	Cc1cc(OCc2ccc([N+](=O)[O-])cc2)c2c3c(c(=O)oc2c1)CCCC3	-5	nt	46*	64	-51	-3.0	73	8	3	-12
59	COc1ccccc1/C=C1/C(=N/O)C2CCN1CC2	-4	0	13	98	-23	-2.5	88	-11	1	-24
60	CCN(CC)CCOC(=O)C(O)(c1ccccc1)c1ccccc1	5	nt	2	96	nt	-1.6	85	-8	3	-41
61	C/C(=N\N1CCCCC1c1cccnc1)c1c(O)n(C2CCCCC2)c(=S)[nH]c1=O (stereo unspecified)	5	-6	26	47	nt	1.1	56	-42	14	-16
62	CCOc1cc(C=C2C(=O)NC(=O)NC2=O)ccc1OS(=O)(=O)c1ccccc1	-3	1	6	83	-23	-2.6	83	-1	2	-43
63	CN(C)CC1CSCCC1(O)c1ccc(Cl)cc1 (stereo unspecified)	nt	nt	38	64	42*	-2.7	66	2	4	-26
64	CCCCCCn1c(O)c(C=NCCN2CCOCC2)c(=O)[nH]c1=O	1	-3	2	97	20	-2.2	96	17	-1	-25
65	COc1ccc(/C=C2/C(=O)NC(=O)N(c3ccc(C)c(C)c3)C2=O)cc1CN1C(=O)c2ccccc2C1=O	9	nt	11	90	nt	-2.1	91	-1	2	2
66	OC1(c2ccc(F)cc2)CCNC1 (stereo unspecified)	-10	nt	11	93	nt	-0.5	109	2	2	-55
67	Cc1nn(Cc2ccccc2)c(C)c1C(=O)OCC(=O)Nc1ccccc1SCC#N	-9	0	3	88	-9	-0.5	92	-1	5	-49
68	COc1ccc(/C=C2\C(=N\O)C3CCN2CC3)cc1	nt	nt	15	96	-36	-6.0	95	6	2	13
69	COc1cccc(C2=NOC(C(=O)N3CCC4(CC3)OCCO4)C2)c1 (stereo unspecified)	-6	-1	11	87	3	-1.7	97	4	-1	-27
